Screens as filed in PubChem BioAssay.
TDP1 cell CPT: DT40-hTDP1 cell growth loss with CPT; chicken DT40 Tdp1-/-;hTDP1 cells + 20 nM CPT, ATP luminescence, 48 h; Potency, µM (titrated, usually from 46.2 µM), without a hit: at the highest dose activity change, negative = growth inhibition, hits mostly inhibitors; 420,000 tested, 12% active; note: nearly all actives have a fitted effect of over 55% in size
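Chicken DT40 Tdp1-/- cells complemented with human TDP1, 400 cells/well, exposed to compounds plus 20 nM camptothecin for at least 48 h at 37 C; viability read as ATP content by CellTiter-Glo luminescence.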
N370S GC mod: inhibitors or activators of N370S glucocerebrosidase for Gaucher disease; 330,000 tested, 0.092% active; N370S GC spleen homogenate, 4MU-glucoside fluorescence; AID 2101; Potency, µM (series often up to 59.4 µM), inactives show top-dose activity change, negative = inhibition, hits mostly inhibitors; P04062;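 note: 0% = full enzyme activity and -100% = no enzyme basal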
FEN1 inhibitor: human FEN1 inhibition | P39748 | Recombinant FEN1 flap cleavage, fluorescence, 15 min | AID 588795 | 390,000 tested, 0.35% active | Potency, µM (highest dose often 114 µM), without a hit: top-dose activity change, negative = inhibition, most hits filed as inhibitors; note: nearly all actives have a fitted effect of over 65% in size
Target sequence (P39748 whole entry, looked up): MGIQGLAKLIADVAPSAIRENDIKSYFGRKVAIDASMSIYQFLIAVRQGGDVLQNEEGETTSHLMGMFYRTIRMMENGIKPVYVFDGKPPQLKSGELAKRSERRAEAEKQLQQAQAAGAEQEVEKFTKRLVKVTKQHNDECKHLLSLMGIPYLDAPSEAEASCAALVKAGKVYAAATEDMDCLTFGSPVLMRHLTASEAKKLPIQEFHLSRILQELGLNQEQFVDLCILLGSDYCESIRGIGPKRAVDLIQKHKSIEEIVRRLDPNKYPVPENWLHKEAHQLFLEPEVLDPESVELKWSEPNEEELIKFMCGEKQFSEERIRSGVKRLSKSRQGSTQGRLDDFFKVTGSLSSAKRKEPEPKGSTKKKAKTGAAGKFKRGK
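Read-out was taken twice, immediately and after 15 min, following addition of 50 nM substrate to 10 nM FEN1 that had sat with test compound for 15 min at room temperature. Curves came from a four-parameter Hill model.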
The depositor's hits bear a star; ? = inconclusive; nt = not tested or not shown; & = joins results of further samples; [ ] = remark or other dose. Calls come from the whole dose curve; as a rule, active = well fitted curve in the direction sought with a large enough effect; inconclusive = small, poorly fitted or top-dose-only effect, or another doubt; inactive = no such curve, though single readings can be large; an effect the other way counts as inactive or inconclusive. Unless noted, % is set by controls: 0 for no effect and ±100 for the full control effect; potency is the fitted concentration of half-maximal effect. Some of the compounds tested (hit frequency here may not be typical).

Each structure is followed by: TDP1 cell CPT | N370S GC mod | FEN1 inhibitor
C#CCOCCOCCOCCNc1nc(N2CCOCC2)nc(N2CCN(C(=O)CCCCCCCCCCNC(=O)[C@@H](CCSC)n3cc(CCO)nn3)CC2)n1
  ? | -25% | 9%
Cc1cccc(OCCCC(=O)NNC(=O)c2ccccn2)c1
  6.5µM* | nt | 25%
CCc1ccccc1NC(=O)CN1CCN(CC(=O)Nc2ccc3c(c2)OC2(CCCCC2)O3)CC1
  18µM* | nt | -1%
Clc1ccc(-c2cc(COc3ccccc3)no2)cc1Cl
  -5% | 5%[12.8 µM] | 6%
COc1cccc(-c2nc(CS(=O)(=O)CC(=O)NCc3ccc(Cl)cc3)c(C)o2)c1
  -22% | 0% | 0%
Cc1ccc(C2=NNC(=Nc3ccc(F)cc3)SC2)cc1
  ? | 4% | -11%
Cc1cc(=O)c2ccccc2n1CC(=O)NCc1ccccc1
  18µM* | -2% | 0%
COc1ccc(-c2cc3ccccc3n2CC(O)CN2CCN(CCO)CC2)cc1 (stereo unspecified)
  -63% | -23% | -1%
O=C(CN1C(=O)CCC1=O)Nc1cccc(NC(=O)CN2C(=O)CCC2=O)c1
  -4% | -6% | -3%
COc1ccc(OCC(=O)Sc2ccc(C)cc2)cc1
  ? | -5% | -15%
S=C(NC1CCCCC1)N(CCc1ccccc1)CCc1ccccc1
  ? | 8% | 7%
CCc1ccc(Nc2cc(C)nc3nc(Cc4ccc(Cl)cc4)nn23)cc1
  16µM* | nt | -7%
CCC(=O)N1CCc2cc(Br)cc(S(=O)(=O)N3CCN(c4ccc(C)cc4)C(C)C3)c21 (stereo unspecified)
  9% | nt | 10%
Cn1c2ccccc2c2c(C(=O)N3CCN(c4ccccn4)CC3)cn(C3CCCC3)c(=O)c21
  ? | -10% | -22%
CCOC(=O)c1ccc(NC(=O)C(C)NS(=O)(=O)c2ccc(OC)cc2)cc1 (stereo unspecified)
  -21% | 6% | 1%
COc1cc(/C=N/NC(=O)Cc2nnc(N)s2)cc(OC)c1OC
  5% | -4% | -11%
Cc1cc([N+](=O)[O-])ccc1NC(=S)NC(=O)C(c1ccccc1)c1ccccc1
  ? | 8% | -19%
C/C(=N\O)C(C)(C)Nc1ccc(Cl)cc1
  -11% | 5% | -10%
S=C1NNC2(NN1)C1CC3CC(C1)CC2C3
  8% | 3% | 0%
CCCCOC(=O)c1ccc(-n2nnc3c(sc4nc(C)cc(C)c43)c2=O)cc1
  -22% | nt | 8%
CCC(OC(=O)C1=Cc2ccccc2OC1)C(=O)NCc1ccco1 (stereo unspecified)
  -28% | 6% | 10%
O=C(CSc1nnc(-c2ccccc2F)o1)N1CCNC1=O
  -22% | nt | 17%
N#CCCn1ccc(NC(=O)c2ccc(Cl)cc2)n1
  0% | 12% | -2%
Cc1cc(C)n(CC(O)CN(c2ccccc2)S(=O)(=O)c2ccccc2)n1 (stereo unspecified)
  -8% | nt | -3%
Cc1sc2nc(SCC(=O)N3CCCC3)[nH]c(=O)c2c1C
  26µM* | 6% | 1%
CCOc1ccc(CNC(=O)c2ccc3nc(CC)c(CC)nc3c2)cc1OC
  -30% | nt | -2%
Cc1nc(CNS(=O)(=O)c2ccc(Br)cc2)cs1
  0% | -14% | ?
CC(=O)c1ccc(NC(=O)c2sc3nc(C)c(C)c(C)c3c2N)cc1
  ? | -13% | 4%
CN(C)c1ccc(/C=N/NC(=O)c2ccc3c(c2)OCCO3)cc1
  -28% | -13% | -7%
CCN(CC)C(=O)CSc1nnc(-c2ccc(O)cc2)n1CC1CCCO1 (stereo unspecified)
  -30% | nt | 9%
Cc1ccc(S(=O)CCNC(=O)Cc2ccc(Cl)cc2)cc1 (stereo unspecified)
  -13% | -16% | -3%
CCC(C)C(=O)Nc1nnc(-c2cccs2)s1 (stereo unspecified)
  1% | 13% | -7%
CN1/C(=C\C(=O)C[n+]2ccc(C(=O)c3ccccc3)cc2)C(C)(C)c2ccccc21
  0.82µM* | 11% | -7%
CCOc1ccc(N(CC(=O)NCCc2ccc(OC)cc2)S(C)(=O)=O)cc1
  8% | -1% | -7%
COc1ccccc1C(=O)NNC(=O)c1cccc(F)c1
  13% | 8% | -2%
CSc1cccc(CN2CCC(Oc3cccc(C(=O)N4CCCC4)c3)CC2)c1
  ? | -8% | 0%
CCc1ccc(NC(=O)CCn2cccc2)cc1
  -1% | 1% | -5%
Cc1ccc(Cl)cc1Nc1nn2c(=O)c3ccc(C(=O)NC4CCC(C)CC4)cc3nc2s1 (stereo unspecified)
  -27% | nt | 6%
O=C(c1cc([N+](=O)[O-])ccc1Cl)N1CCc2ccccc21
  -22% | 2% | 4%
COc1ccc(/C=C2\SC(=O)N(CC(=O)N(C)C3CCS(=O)(=O)C3)C2=O)cc1 (stereo unspecified)
  -4% | 2% | 14%
COc1cc2nc(NC(=O)c3ccc(S(=O)(=O)N4CCc5ccccc54)cc3)sc2cc1OC
  21µM* | nt | -14%
CC(OC(=O)c1cccc(-n2cnnn2)c1)C(=O)Nc1ccccc1F (stereo unspecified)
  2% | 1% | 0%
CCOC(=O)c1c(-c2ccc(OC)c(OC)c2)csc1NC(=O)c1ccccc1F
  -20% | nt | 19%
O=C(COC(=O)CNS(=O)(=O)c1ccc(Br)cc1Cl)NC1CCCC1
  -14% | -3% | 5%
CCCCOc1ccc(/C=C/C(=O)Nc2ccc([N+](=O)[O-])cc2C)cc1
  ? | 5% | 1%
CSCCC(NC(=O)c1ccc(Cl)cc1Cl)C(=O)N(C)Cc1nc2ccccc2c(=O)[nH]1 (stereo unspecified)
  ? | 9% | -7%
CCOC(=O)N1CCN(CC(=O)Nc2sccc2C#N)CC1
  21µM* | -6% | 22%
CCOc1ccc(CN2CCN(C3CCC3)CC2CCO)cc1 (stereo unspecified)
  24% | 1% | 14%
N#CC1=C(N)SC(N)=C(C#N)C1c1cccc(O)c1
  23µM* | -10% | 3%
Cc1oc(-c2ccccc2)cc1C(=O)NC(Cc1c[nH]c2ccccc12)C(=O)O (stereo unspecified)
  -25% | -9% | -2%
CNCc1nc2ccccc2[nH]1
  -17% | -16% | 2%
O=C1C(Cl)=C(N2CCCC2)C(=O)N1c1ccc(F)cc1
  ? | -9% | 6%
N/C(CN1CCCC1=O)=N\OC(=O)c1ccccc1Cl
  -12% | 3% | 7%
CC(C)C[C@H]1CN=C(N(C)C)N1CC1CCCCCC1
  13µM* | -23% | 17%
O=C1c2ccccc2NC(c2cccc(O)c2)N1NS(=O)(=O)c1ccccc1 (stereo unspecified)
  -1% | -5% | -14%
CCc1ccccc1NC(=O)N1CCC(NC(=O)C(Cc2ccc(OC)c(OC)c2)NC(C)=O)CC1 (stereo unspecified)
  2% | 9% | -3%
O=C(CSc1nccn1-c1ccc(F)cc1)Nc1nc2ccccc2s1
  -1% | nt | -3%
Cc1ccc(-c2noc(CNc3ccccc3)n2)cc1
  ? | 7% | -17%
CC(=O)NC(CC(=O)Nc1ccc(S(=O)(=O)N2CCOCC2)cc1)c1ccccc1 (stereo unspecified)
  1% | nt | 5%
CC(Oc1ccccc1)C(=O)OCC(=O)NC(=O)NC1CCCCC1 (stereo unspecified)
  -19% | nt | -21%

Seven compounds already listed, sorted by length of the SMILES, ascending.
Each structure is followed by: TDP1 cell CPT | N370S GC mod | FEN1 inhibitor
Cc1ccc(S(=O)CCNC(=O)Cc2ccc(Cl)cc2)cc1 (stereo unspecified)
  -13% | -16% | -3%
O=C1C(Cl)=C(N2CCCC2)C(=O)N1c1ccc(F)cc1
  ? | -9% | 6%
CCOc1ccc(N(CC(=O)NCCc2ccc(OC)cc2)S(C)(=O)=O)cc1
  8% | -1% | -7%
CCCCOC(=O)c1ccc(-n2nnc3c(sc4nc(C)cc(C)c43)c2=O)cc1
  -22% | nt | 8%
Cc1oc(-c2ccccc2)cc1C(=O)NC(Cc1c[nH]c2ccccc12)C(=O)O (stereo unspecified)
  -25% | -9% | -2%
CC(=O)NC(CC(=O)Nc1ccc(S(=O)(=O)N2CCOCC2)cc1)c1ccccc1 (stereo unspecified)
  1% | nt | 5%
CCc1ccccc1NC(=O)CN1CCN(CC(=O)Nc2ccc3c(c2)OC2(CCCCC2)O3)CC1
  18µM* | nt | -1%

Next section
Each structure is followed by: TDP1 cell CPT | N370S GC mod | FEN1 inhibitor
Cc1ccc(NC(=O)NCc2ccc3c(c2)OCO3)cc1
  3% | nt | -9%
COc1cc(C2C(C#N)=C(N)Oc3c2oc(CO)cc3=O)ccc1OC(C)C (stereo unspecified)
  1% | -7% | -2%
CCO/N=C(/C)c1c(O)c(C)c(-c2ccccc2)n(-c2ccccc2)c1=O
  -3% | 20% | 6%
c1ccc(CNc2nc3c(-c4ccccc4)nnn3c3ccccc23)cc1
  -6% | nt | -5%
Cc1nn(-c2ccccc2)c(Cl)c1C1C(C#N)=C(N)OC2=C1C(=O)CC(C)(C)C2 (stereo unspecified)
  ? | 1% | 2%
COc1ccc(N/C=C/c2nc(SC)nnc2C)cc1
  ? | -5% | ?
O=C(N/C(=C\c1ccc([N+](=O)[O-])cc1)C(=O)N1CCOCC1)c1ccco1
  17% | 0% | -2%
S=C(NCc1ccco1)N1CCOCC1
  2% | 4% | 3%
Cc1cc(-n2c(C)nc3ccccc3c2=O)ccc1NC(=O)c1ccc([N+](=O)[O-])cc1
  ? | nt | 20%
CCOc1ccccc1C=C1SC(=S)NC1=O
  -28% | nt | -17%
Cc1ccc(NC(=O)COC(=O)Cn2c(C)csc2=O)cc1C
  -1% | 14% | -7%
O=C(O)c1csc(Br)c1Br
  8% | 3% | 8%
CCN(CC)C(=O)CSc1nc2cc3c(cc2c(=O)n1CCCCCC(=O)NCc1ccc(OC)cc1)OCO3
  ? | -2% | -3%&18%
C=CCn1c(O)c(N=NC(=S)Nc2ccccc2F)c2ccccc21
  4.1µM* | 6% | 7%
COc1ccccc1NC(=O)c1cc(C)oc1C
  7% | 14% | -12%
O=C(Nc1cc(C(F)(F)F)ccc1Cl)C(Sc1cccc[n+]1[O-])c1ccccc1 (stereo unspecified)
  4.6µM* | 4% | -3%
CCC1Nc2ncnc(N3CCN(c4ccccc4)CC3)c2N(Cc2ccc(Br)cc2)C1=O (stereo unspecified)
  21µM* | -7% | -10%
CCc1ccc(NC(=O)CSc2nc3c(sc4ccccc43)c(=O)n2CCCOC)cc1
  ? | nt | 1%
CCCN(CC(=O)Nc1ccccc1OC)C(=O)CCCN1C(=O)c2ccccc2C1=O
  3% | 2% | -11%
CCOC(=O)C1=C(C)Nc2[nH]c(=O)[nH]c(=O)c2C1c1cccs1 (stereo unspecified)
  8% | -5% | -2%
CCOc1ccc(CC(=O)NCCc2sc3nc(-c4ccc(F)cc4)nn3c2C)cc1
  ? | nt | -7%
COc1ccc(/C=C/C(=O)N2CCN(C)CC2)cc1S(=O)(=O)N1CCCCC1
  -19% | 10% | -10%
COc1ccc([C@@H]2[C@@H]3C(=O)N(C(C)(C)C)C(=O)[C@@H]3[C@]3(CC(C)C)C(=O)N(c4cccc(Br)c4)C(=O)N23)cc1
  ? | -7% | -1%
CC(=O)N[C@@H](Cc1c[nH]c2ccccc12)C(=O)OCC(=O)NCc1ccc2c(c1)OCO2
  5% | 4% | -9%
COc1cccc(CNC(=O)Cn2c(=O)c3cccn3c3ccc(F)cc32)c1OC
  -11% | nt | 7%
CCn1c(=O)n(CC)c2cc(N3CCCCC3)c(NC(=O)Nc3ccccc3C(F)(F)F)cc21
  12µM* | nt | -12%
CC(CCc1ccccc1)NC(=O)c1ccccc1F (stereo unspecified)
  -19% | 8% | 21%
Cc1ccc(S(=O)(=O)N2CCOCC2)cc1C(=O)NC1CCCC(C)C1C (stereo unspecified)
  ? | -3% | -4%
CCSc1nnc(NC(=O)c2ccc3c(c2)OCO3)s1
  -4% | -3% | -4%
CCCOc1ccc(Oc2cc(C)nc(SC)n2)nn1
  -20% | -11% | -4%
O=C(CCN1C(=O)/C(=C/c2ccccc2)SC1=S)NNC(=O)c1cccnc1
  -29% | -13% | 0%
COc1ccccc1N1C(=O)C(Cl)=C(Nc2ccccc2O)C1=O
  ? | -18% | 1%
COc1cc(S(=O)(=O)N2CCN(C)CC2)ccc1Cl
  -4% | ? | -15%
Cc1ccc(Cl)cc1N1CCN(CCCNc2ncnc3onc(-c4ccc(Cl)cc4)c23)CC1
  ? | nt | -2%
O=C(NCc1ccccc1)c1cccc(S(=O)(=O)NCc2ccccc2)c1
  -17% | -8% | -8%
Cc1cccc(-c2ncc(CN3CCN(CC(C)C)C(CCO)C3)cn2)c1 (stereo unspecified)
  -18% | 5% | -10%
CC(Oc1ccccc1)C(=O)Nc1ccc(S(=O)(=O)NCC2CCCO2)cc1 (stereo unspecified)
  ? | 1% | 9%
O=C(CSc1nncs1)NCCCc1ccccc1
  1% | 2% | -6%
CCOc1ccc(CNC(=O)CCCn2c(=O)c3cccn3c3ccc(F)cc32)cc1
  ? | nt | 0%
CCCCCCCc1c(O)nc(SCCN2CCOCC2)[nH]c1=O
  -4% | ? | -12%
CCc1ccc(NC(=O)Cn2c(SC)nc3ccccc32)cc1
  ? | -6% | -11%
